HGIII-sPLA2 inh = Blocks human group III sPLA2 activity | Q9NZ20 | QFRET BODIPY PC-A2 liposome hydrolysis, fluorescence | inhibition, % at 12.2 µM | actives 0.56% (n = 370,000) | AID 743126;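 active means inhibition above mean plus 3 SD of compounds lying within the high and low control bounds, cut at about 19% in these data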;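 further: 0% = median of test compound wells and 100% = no enzyme DMSO wells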
NPR1 activator = GC-A (human) enzyme activation; actives 0.14% (n = 370,000); AID 1671463; HEK293 GC-A cells, cGMP TR-FRET, EC30 ANP; 0% at EC30 ANP, 100% saturating ANP; activation, % at 10 µM; P16066; in the data active means activation above about 40%
DAX1 inh-1 = NR0B1 (DAX1) inhibition; P51843; HEK293 Gal4-DAX1 luciferase reporter, luminescence; inhibition, % at 6.75 µM; actives 0.99% (n = 340,000); AID 504766;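 active means inhibition above the mean over all tested compounds plus 3 SD, cut at about 4.2% in these data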;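 further: 0% = DAX1-transfected cells with DMSO and 100% = empty-vector control cells with DMSO; inhibition shows as a rise in luminescence from relieved DAX1 repression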
ssDAF12 agonist = S. stercoralis DAF-12 activation, primary screen; activation, % at 6.8 µM; HEK293 ssDAF-12/GRIP1 lit1-tk-luc reporter, luminescence; % of 3 µM dafachronic acid response; actives 1% (n = 370,000); AID 652126;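 active means activation above the mean over all tested compounds plus 3 SD, cut at about 0.9% in these data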;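 further: 0% = DMSO-only wells and 100% = 3 µM delta7-dafachronic acid wells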
ADAM10 inh = ADAM10 inhibition, QFRET primary screen; O14672; AID 720582; inhibition, % at 7 µM; recombinant ADAM10, EDANS/DABCYL FRET peptide cleavage, 3 h; actives 0.62% (n = 370,000);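 active means inhibition above a per-campaign cutoff equal to the mean of compounds falling between control-based bounds plus 3 SD, cut at about 20% in these data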;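 further: 0% = DMSO wells while the 100% control is not disclosed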
NPR2 activator = GC-B (human) receptor activation; P20594; HEK293-GC-B cells, CNP EC30, cGMP TR-FRET; 0% at EC30 CNP, 100% saturating CNP; activation, % at 10 µM; actives 0.11% (n = 370,000);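 active means activation at 10 µM reaching about 35% in either raw or pattern-adjusted values, limit read from the data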
Target sequence (P20594 whole entry, looked up): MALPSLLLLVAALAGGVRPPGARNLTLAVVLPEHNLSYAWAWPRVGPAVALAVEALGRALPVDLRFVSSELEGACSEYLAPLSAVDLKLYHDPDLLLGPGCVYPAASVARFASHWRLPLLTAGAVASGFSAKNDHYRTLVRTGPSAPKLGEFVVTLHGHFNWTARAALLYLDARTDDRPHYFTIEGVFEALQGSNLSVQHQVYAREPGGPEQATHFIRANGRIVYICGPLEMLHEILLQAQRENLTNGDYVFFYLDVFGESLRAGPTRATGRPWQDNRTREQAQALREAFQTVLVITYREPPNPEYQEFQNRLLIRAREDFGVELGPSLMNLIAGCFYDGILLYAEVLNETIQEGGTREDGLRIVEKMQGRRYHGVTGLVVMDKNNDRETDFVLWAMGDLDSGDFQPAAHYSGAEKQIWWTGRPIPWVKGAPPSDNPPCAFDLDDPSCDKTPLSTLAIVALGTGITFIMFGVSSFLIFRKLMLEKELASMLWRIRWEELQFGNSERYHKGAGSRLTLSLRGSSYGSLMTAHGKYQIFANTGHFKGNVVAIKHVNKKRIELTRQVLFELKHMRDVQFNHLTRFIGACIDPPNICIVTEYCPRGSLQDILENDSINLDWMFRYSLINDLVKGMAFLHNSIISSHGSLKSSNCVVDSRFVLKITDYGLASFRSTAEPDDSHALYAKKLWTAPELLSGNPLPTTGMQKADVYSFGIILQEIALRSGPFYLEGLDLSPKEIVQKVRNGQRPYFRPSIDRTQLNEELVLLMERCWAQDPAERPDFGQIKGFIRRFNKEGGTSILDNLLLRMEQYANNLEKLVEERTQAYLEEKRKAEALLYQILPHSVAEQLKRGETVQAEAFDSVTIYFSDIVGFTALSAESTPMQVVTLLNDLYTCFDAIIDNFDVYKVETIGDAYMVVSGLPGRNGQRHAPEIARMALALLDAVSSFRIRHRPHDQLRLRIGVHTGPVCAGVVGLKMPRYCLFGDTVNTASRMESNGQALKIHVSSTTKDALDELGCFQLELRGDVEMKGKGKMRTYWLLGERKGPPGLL
DAX1 inh-2 = inhibitors of DAX1 repression of SF-1 activated StAR promoter; HEK293T StAR-luciferase reporter, SF-1/DAX-1 repression relief; inhibition, % at 6.8 µM; actives 1.1% (n = 370,000); AID 652010;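 active means inhibition above the mean over all tested compounds plus 3 SD, cut at about 3.6% in these data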;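 further: 0% = DAX-1 cells with DMSO and 100% = cells lacking DAX-1 with DMSO; higher inhibition means more luminescence from relief of DAX-1 repression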
hcDAF-12 act = H. contortus DAF-12 activation, primary screen; HEK293 hcDAF-12 lit1-tk-luc reporter, luminescence; 0% DMSO, 100% Δ7-dafachronic acid; activation, % at 6.8 µM; actives 1.4% (n = 370,000); AID 652067;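 active means activation above the mean of all tested compounds plus 3 SD, cut at about 5.5% in these data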;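 further: 100% = response to 3 µM Δ7-dafachronic acid high control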
GAA850 FXN act = frataxin GAA850 promoter activation; actives 0.56% (n = 360,000); activation, % at 6 µM; HEK293 lucGAA850 FXN promoter luciferase reporter, 24 h; percent of 10 µM SAHA response; AID 540364;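 active means activation above the average of all compounds screened plus 3 SD, cutoff fixed separately per campaign, cut at about 7.5% in these data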;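 further: 0% = DMSO wells and 100% = 10 µM SAHA wells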
hgDAF12 agonist = agonists of H. glycines DAF-12 nuclear receptor | HEK293 GAL4-hgDAF12 UAS-luciferase reporter, agonist luminescence; normalized to butyrate control | activation, % at 6.8 µM | actives 1.8% (n = 370,000) | AID 687014;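 active means activation above a cutoff set at the mean of all screened compounds plus 3 SD, cut at about 10% in these data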;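 further: 0% = DMSO wells and 100% = sodium butyrate wells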
SMARCA2 act = SMARCA2 function activation, primary screen | MG213 cells, MMTV-luciferase reporter, dexamethasone, overnight | activation, % at 9.1 µM | actives 1% (n = 370,000) | AID 652017; in the data active means activation above about 7.8%;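 further: 0% = vehicle wells and 100% = reference activator wells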
Numbers without * were called inactive; nt = no result given.

SMILES | hgDAF12 agonist | ADAM10 inh | hcDAF-12 act | DAX1 inh-1 | ssDAF12 agonist | DAX1 inh-2 | GAA850 FXN act | HGIII-sPLA2 inh | NPR2 activator | SMARCA2 act | NPR1 activator
CCc1cc(C(=O)NNC(=S)Nc2cccc(C)c2)cs1 | 6.1 | -5 | 0.7 | 1.9 | -1.4 | 1.6 | 1.8 | 7 | 2 | 3 | 2
CCOC(=O)c1ccc(NC(=O)c2nc[nH]c2C(=O)NCC(=O)OC(C)(C)C)cc1 | 0.6 | -1 | -0.4 | -0.2 | -1.2 | -0.9 | 2.5 | -7 | -3 | -1 | 2
COC(=O)c1ccc(C2C(Oc3ccc(OC)cc3)C(=O)N2CCc2ccc(F)cc2)cc1 (centres undefined) | 1.4 | 8 | -0.7 | -1.3 | -0.8 | 0.0 | -0.4 | -1 | -4 | 2 | -2
CC[C@H](C)[C@H]1CNC(=S)N1CC1CCN(CCCCc2ccccc2)CC1 | 0.0 | -3 | -0.2 | -1.0 | -0.6 | 1.5 | -1.0 | -17 | -11 | 3 | -5
O=C(NCc1ccc2c(c1)OCO2)c1ccc(CS(=O)(=O)Cc2cccc(Cl)c2)o1 | -4.7 | 18 | -3.3 | -1.4 | -1.4 | -1.4 | 2.8 | -6 | 2 | -5 | -6
C[C@H]1CN([C@@H](C)CO)C(=O)CCCn2nncc2CO[C@@H]1CN(C)Cc1ccc(C(F)(F)F)cc1 | -1.1 | -6 | -0.9 | 0.3 | -0.9 | 0.1 | -2.0 | -1 | 3 | 0 | 4
O=C(O)c1cccc2c1-c1ccc(Cl)cc1C2 | -1.6 | 0 | 0.6 | -1.3 | 0.0 | -0.1 | 3.0 | -3 | 3 | -2 | 1
O=C(COC(=O)CSc1ccc([N+](=O)[O-])cc1)NCC1CCCO1 (centres undefined) | -3.4 | -13 | -0.1 | 0.0 | -0.7 | -1.2 | 0.0 | 5 | -5 | -2 | 0
CCOc1ccc(/C=N/NC(=O)Cn2ccnc2C)cc1 | 1.4 | 3 | -0.1 | -0.5 | -1.1 | 0.0 | -1.0 | 4 | -1 | -3 | 5
Cc1ccc(Oc2ccc(Cl)cc2N)cc1 | 8.4 | 2 | 1.1 | 1.7 | -0.7 | -0.2 | 1.7 | 2 | -4 | 4 | -1
COC(=O)NNC(=O)COc1cc(C)c(Br)cc1C(C)C | 1.7 | 6 | -0.2 | -0.1 | -1.3 | 0.2 | 2.4 | -8 | -4 | 2 | -6
CN1C2CCC1/C(=C\c1ccc(F)cc1)C(=O)/C2=C/c1ccc(F)cc1 | 0.7 | -1 | -2.1 | -0.1 | -1.6 | -1.1 | 5.2 | -10 | -5 | -1 | -7
CC(C)C[C@H]1COc2cccc(F)c2S(=O)(=O)N1Cc1cn(CC2CCCCC2)nn1 | -1.0 | -14 | -1.9 | nt | -1.5 | -1.4 | nt | 15 | 3 | -4 | 3
CC(=O)Nc1ccccc1NC(=O)c1ccc(C)cc1C | 1.0 | -5 | -1.5 | nt | -1.5 | 0.0 | 2.2 | 5 | 5 | 0 | 0
CC[C@@H](C)CN1C(=O)N[C@@H](c2ccccc2)C(C(C)=O)=C1C | 0.6 | 3 | 0.3 | 1.2 | -1.2 | -0.3 | 2.4 | 1 | -1 | 1 | 2
COC(=O)c1ccc(N2CCN(C(=O)c3ccccc3)CC2)c(NC(C)=O)c1 | -2.6 | -9 | -0.6 | 2.4 | -1.5 | -0.3 | 0.2 | 5 | 5 | 0 | -5
O=C(Cc1ccc(Cl)c(Cl)c1)Nc1ccccc1N1CCOCC1 | -1.0 | 3 | 0.5 | -1.8 | -1.0 | -0.2 | 3.1 | -2 | -5 | -1 | -5
CCC(=O)Nc1ccc2nc(C3CC3)n(Cc3ccccc3)c(=O)c2c1 | 0.7 | 2 | -1.4 | -0.4 | -1.4 | -0.3 | 2.8 | 1 | 7 | 4 | 2
Nc1nc2cc(Cl)ccc2n1N | 0.4 | 0 | -0.8 | nt | -0.6 | 0.2 | nt | -5 | -2 | 4 | 3
CCOC(=O)c1cc(CC)sc1/N=C/c1c(O)ccc2ccccc12 | 0.8 | -12 | 0.4 | 0.3 | -0.3 | -0.1 | 1.4 | 3 | -3 | 0 | -5
COc1ccccc1NC(=O)CSc1nc2ccccc2nc1N1CC(C)OC(C)C1 (centres undefined) | 2.7 | -1 | 3.0 | 1.3 | 0.1 | -1.6 | 0.5 | -3 | 6 | 1 | 3
CC(C)CNC(=O)CN(C1CCCCC1)S(C)(=O)=O | -0.2 | 2 | -2.0 | -0.1 | -1.6 | -0.1 | -1.5 | 5 | 2 | -4 | 0
COc1cc(NC(=O)c2ccc([N+](=O)[O-])o2)ccc1NC(=O)c1cccs1 | 5.3 | 10 | 0.2 | -1.1 | -0.8 | -4.0 | 0.5 | 9 | -12 | -1 | 0
COC(=O)[C@@]1(Cc2ccc(F)cc2)[C@H]2c3cc(C(=O)N(C)C)n(Cc4ccsc4Br)c3C[C@H]2CN1C(=O)c1ccccc1 | -4.3 | 2 | -1.4 | nt | -1.0 | -2.5 | nt | -23 | -10 | 1 | -10
COc1cc(CNC(=O)Nc2nc(C(N)CCc3ccccc3)cs2)cc(OC)c1OC (centres undefined) | -1.7 | 0 | -2.8 | nt | -1.2 | -0.6 | -0.6 | 6 | -4 | -3 | -7

Compound profiles, from the list above. Screens in order: hgDAF12 agonist	ADAM10 inh	hcDAF-12 act	DAX1 inh-1	ssDAF12 agonist	DAX1 inh-2	GAA850 FXN act	HGIII-sPLA2 inh	NPR2 activator	SMARCA2 act	NPR1 activator
Results for O=C(O)c1cccc2c1-c1ccc(Cl)cc1C2 → -1.6	0	0.6	-1.3	0.0	-0.1	3.0	-3	3	-2	1
Results for CN1C2CCC1/C(=C\c1ccc(F)cc1)C(=O)/C2=C/c1ccc(F)cc1 → 0.7	-1	-2.1	-0.1	-1.6	-1.1	5.2	-10	-5	-1	-7
Results for CCC(=O)Nc1ccc2nc(C3CC3)n(Cc3ccccc3)c(=O)c2c1 → 0.7	2	-1.4	-0.4	-1.4	-0.3	2.8	1	7	4	2

Following part
SMILES | hgDAF12 agonist | ADAM10 inh | hcDAF-12 act | DAX1 inh-1 | ssDAF12 agonist | DAX1 inh-2 | GAA850 FXN act | HGIII-sPLA2 inh | NPR2 activator | SMARCA2 act | NPR1 activator
O=c1[nH]c(N2CCOCC2)nc2ccccc12 | 0.1 | -156 | -0.1 | 0.3 | 0.8 | 0.1 | -0.8 | 10 | -5 | 0 | 4
Cc1ccccc1N(CC(=O)NCc1ccco1)C(=O)CNS(=O)(=O)c1ccc(F)cc1 | -0.6 | -7 | 0.4 | 0.1 | -1.5 | 0.6 | 1.2 | -14 | -3 | -2 | 3
COc1cc(C=O)ccc1OCCCCOc1ccccc1[N+](=O)[O-] | -0.9 | 8 | 1.1 | -0.5 | -1.4 | -2.0 | 2.0 | -3 | 0 | 1 | 1
CCCn1nc(C(=O)Nc2ccc(-n3cnnn3)cc2)c2ccccc2c1=O | 0.5 | -11 | -1.3 | -0.5 | -0.8 | -0.8 | 1.5 | 2 | -3 | -1 | 0
C[C@H](NC(=O)OC(C)(C)C)C(=O)NCC1CCC(C(=O)O)CC1 (some centres undefined) | 0.3 | -9 | -0.3 | 1.9 | -1.3 | -0.4 | -0.8 | 10 | 2 | -4 | 2
COc1ccccc1C(CNC(=O)c1cccc(NS(=O)(=O)c2ccc(C)c(F)c2)c1)N(C)C (centres undefined) | -0.5 | -3 | -0.8 | -1.9 | -0.3 | -0.4 | -1.7 | -19 | -1 | -2 | -1
CCOc1ccc(NC(=O)CCn2c(=S)oc3ccccc32)cc1 | -2.9 | -2 | -2.6 | 1.7 | -0.6 | -0.6 | 1.1 | 4 | 4 | -3 | 2
O=C(Cn1cnc2c(cnn2-c2ccccc2)c1=O)NCc1ccccc1 | -1.0 | -5 | 0.2 | 1.1 | -0.4 | 0.9 | -2.7 | 4 | -4 | -2 | 1
CCOC(=O)c1[nH]c2cc3c(cc2c1NC(=O)CN1CCCC1)OCO3 | 5.1 | -403 | 2.6 | 0.7 | 0.3 | 0.8 | 1.6 | -5 | -1 | 2 | -2
CCOC(=O)/C=c1\s/c(=C(\C#N)C(N)=O)n(-c2ccccc2)c1=O | 2.1 | 0 | 1.3 | 3.8 | -1.1 | 0.3 | 1.5 | -10 | 0 | -2 | 0
O=C(COC(=O)CCc1c[nH]c2ccccc12)NCc1ccc2c(c1)OCO2 | 0.5 | -3 | -0.8 | 3.9 | -0.8 | 0.2 | 0.2 | -71 | -5 | -1 | -4
Cc1c(Cl)ccc2c1NC(=O)[C@]21N[C@@H](Cc2ccccc2)[C@H]2C(=O)N(c3ccc(F)cc3)C(=O)[C@H]21 | 2.6 | 12 | 2.2 | -0.8 | -1.1 | -0.6 | -2.1 | -38 | 9 | -5 | 2
COc1cccc(C(=O)N2CCN(S(=O)(=O)Cc3ccccc3)CC2)c1 | -0.6 | -4 | -0.2 | -0.1 | -1.7 | 0.4 | -0.2 | 0 | 0 | 0 | 2
S=C1Cc2ccccc2C(c2ccc(Cl)cc2)N1 (centres undefined) | -2.8 | -8 | -1.9 | 0.1 | -0.9 | -0.2 | 0.1 | 18 | -5 | -5 | -10
CC(NC(=O)c1ccccc1Cl)C(=O)Nc1ccc2c(c1)OCO2 (centres undefined) | 2.2 | -8 | -0.3 | 1.0 | -0.9 | -0.6 | 2.9 | 11 | -4 | -1 | -2
CN(C)c1nc(Oc2ccc(=O)[nH]n2)nc(N2CCOCC2)n1 | -1.2 | 6 | -2.3 | 0.9 | -1.1 | 0.0 | 0.8 | 4 | -1 | 1 | 0
CC1(C)C(=O)NCCN1C(=O)CC1C(=O)NCCN1Cc1cccc(C(F)(F)F)c1 (centres undefined) | 2.6 | -30 | -0.6 | -0.1 | -1.1 | -0.8 | 1.6 | -5 | 5 | -1 | 2
CCC(C)NC(=O)c1c(N)n(/N=C/c2ccccn2)c2nc3ccccc3nc12 (centres undefined) | -0.1 | -1 | -0.8 | -0.6 | -0.7 | 0.7 | 1.4 | -1 | -2 | 2 | 3
CCc1nnc(NC(=O)Cc2cccs2)s1 | 1.9 | -3 | 1.8 | 0.9 | -0.1 | 0.8 | 1.7 | -1 | -1 | 1 | -3
Cc1ccc(OC2CCN(C(=O)[C@H]3O[C@@H](n4ccc(N)nc4=O)[C@H](O)[C@@H]3O)CC2)cc1 | 0.1 | -1 | 1.0 | nt | -0.8 | -0.2 | nt | 0 | -2 | -3 | 0
Cc1occc1-c1nnc(SCC(=O)NCc2cccs2)n1CC1CCCO1 (centres undefined) | 0.7 | 2 | -0.6 | -0.3 | -0.8 | -0.4 | 1.9 | 1 | -1 | 0 | 2
O=C(CSc1nnc(-c2ccncc2)n1Cc1ccco1)Nc1ccccc1F | -2.0 | -3 | -1.9 | 6.2* | -1.7 | -0.6 | 1.1 | 6 | 6 | -3 | 1
O=[N+]([O-])c1cc(Cl)ccc1Sc1ccccn1 | 1.8 | -2 | -2.2 | -2.0 | -1.4 | -0.1 | 2.3 | 8 | 2 | 1 | -1

Screening data (PubChem)
